Compound activity (PubChem)
TROY NFkB inh: inhibitors of TROY-driven NF-kB signaling, primary screen, Q293 LMP1-TROYcd cells, NF-kB luciferase, uHTS; Q293 LMP1-TROYcd NF-kB luciferase reporter, 4 h; inhibition, % at 10 µM; 0.98% of 360,000 active; AID 1347056, 2019;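 active = compounds whose plate-normalised and pattern-corrected inhibition of the luciferase reporter signal at the single screening dose is 50% or more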
NCOA3 inh: SRC3 coactivator transcriptional activity inhibitors, primary screen, cell-based, luminescence; Nuclear receptor coactivator 3 (Homo sapiens), Q9Y6Q9; HEK293 GAL4-SRC3 luciferase reporter; inhibition, % at 3.6 µM; 0.17% of 360,000 active;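 active = inhibition above a per-campaign cutoff, the mean of all compounds plus 3 SD, cut at about 60% in these data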;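 also: 0% = DMSO-treated cells and 100% = gossypol-treated cells at 36 µM; higher means less SRC3-driven luciferase light from the GAL4 reporter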
Target sequence (Q9Y6Q9 whole entry, looked up, the tested form may be a part): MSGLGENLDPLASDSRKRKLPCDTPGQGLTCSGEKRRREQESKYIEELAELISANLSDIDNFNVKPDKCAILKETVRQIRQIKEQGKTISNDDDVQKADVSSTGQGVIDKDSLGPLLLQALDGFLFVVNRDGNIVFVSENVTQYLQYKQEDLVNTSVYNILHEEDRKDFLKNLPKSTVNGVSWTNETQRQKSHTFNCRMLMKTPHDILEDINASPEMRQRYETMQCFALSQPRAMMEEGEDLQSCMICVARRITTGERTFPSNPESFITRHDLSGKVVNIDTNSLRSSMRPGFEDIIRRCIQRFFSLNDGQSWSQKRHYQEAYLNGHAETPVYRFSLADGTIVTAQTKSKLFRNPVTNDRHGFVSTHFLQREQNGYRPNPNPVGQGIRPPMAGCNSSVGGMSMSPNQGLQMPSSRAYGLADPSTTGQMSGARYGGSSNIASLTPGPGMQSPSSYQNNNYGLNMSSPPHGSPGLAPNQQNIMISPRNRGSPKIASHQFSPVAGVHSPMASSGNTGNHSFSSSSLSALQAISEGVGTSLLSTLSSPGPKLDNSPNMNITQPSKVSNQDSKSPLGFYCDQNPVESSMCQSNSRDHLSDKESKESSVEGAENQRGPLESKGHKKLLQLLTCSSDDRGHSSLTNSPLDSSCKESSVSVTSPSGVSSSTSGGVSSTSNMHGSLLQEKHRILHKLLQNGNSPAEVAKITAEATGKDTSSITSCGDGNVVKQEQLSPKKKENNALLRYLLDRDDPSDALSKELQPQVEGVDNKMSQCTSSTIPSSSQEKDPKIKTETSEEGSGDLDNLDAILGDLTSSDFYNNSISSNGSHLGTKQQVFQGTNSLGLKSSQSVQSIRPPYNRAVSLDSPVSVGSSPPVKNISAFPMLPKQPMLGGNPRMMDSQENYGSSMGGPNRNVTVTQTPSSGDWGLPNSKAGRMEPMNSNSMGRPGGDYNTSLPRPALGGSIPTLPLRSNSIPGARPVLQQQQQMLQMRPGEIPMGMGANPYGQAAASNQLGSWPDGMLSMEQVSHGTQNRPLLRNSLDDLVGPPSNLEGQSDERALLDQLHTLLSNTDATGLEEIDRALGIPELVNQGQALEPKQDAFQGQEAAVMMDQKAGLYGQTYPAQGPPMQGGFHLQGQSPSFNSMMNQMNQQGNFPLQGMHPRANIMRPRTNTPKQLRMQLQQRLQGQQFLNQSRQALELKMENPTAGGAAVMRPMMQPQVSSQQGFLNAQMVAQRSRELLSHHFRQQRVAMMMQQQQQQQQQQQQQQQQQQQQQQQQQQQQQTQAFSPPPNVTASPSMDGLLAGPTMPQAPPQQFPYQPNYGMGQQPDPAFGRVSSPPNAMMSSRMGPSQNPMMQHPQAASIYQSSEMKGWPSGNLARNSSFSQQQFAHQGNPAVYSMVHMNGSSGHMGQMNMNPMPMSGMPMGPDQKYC
EBV LMP1 NFkB: EBV LMP1-driven NF-kappaB luciferase reporter inhibitors, primary screen, cell-based, luminescence, single point. LMP1-induced NF-kappaB luciferase reporter cells. inhibition, % at 12.5 µM. 0.69% of 350,000 active; in the data active = inhibition above about 41%;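 also: 0% = neutral control wells and 100% = reference inhibitor control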
KKLEB cytotox: cytotoxicity in KKLEB CF airway cells, primary screen, cytotoxicity control for CF NF-kB inhibitor project, cell-based, uHTS, fluorescence assay plates | KKLEB CF airway cells viability, ATPlite luminescence, overnight; hits give low values; cells stimulated with P. aeruginosa culture filtrate | activity change (cytotoxicity), % at 5 µM | 0.36% of 360,000 active;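 active = corrected activity change at or below -50% at 5 µM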
NCOA1 inh: SRC1 coactivator transcriptional activity inhibitors, primary screen, cell-based, luminescence. 0.12% of 360,000 active. HEK293 GAL4-SRC1 luciferase reporter. Nuclear receptor coactivator 1 (Homo sapiens), Q15788. inhibition, % at 3.6 µM;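 active = inhibition above the campaign mean plus 3 SD, with each screening campaign given its own cutoff, cut at about 60% in these data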;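 also: 0% = DMSO treated cells and 100% = gossypol at 36 µM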
NR2F2 inh: NR2F2 transcriptional activity inhibitors, primary screen, cell-based, luciferase reporter, HEK293T, luminescence; 0.7% of 370,000 active; COUP transcription factor 2 (Homo sapiens), P24468; inhibition, % at 8.6 µM; HEK293T NGFI-A luciferase reporter;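 active = inhibition above a per-plate cutoff, mean inhibition of test wells between control levels plus 3 SD, cut at about 38% in these data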;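 also: cells cotransfected with COUP-TFII expression vector driving the NGFI-A reporter; 0% = median of COUP-TF2 test wells and 100% = reporter-only cells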
CF NFkB block: inhibitors of PAF-induced NF-kB signaling, primary screen, cell-based, GFP fluorescence, uHTS; 0.86% of 360,000 active; KKLEB NF-kB-GFP reporter, GFP fluorescence overnight; inhibition, % at 5 µM; AID 588850, 2011;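 active = at least 50% inhibition at 5 µM, scaled per plate between neutral and stimulator controls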;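 also: PAF is a Pseudomonas aeruginosa culture filtrate used as stimulus; plate controls were PAF-stimulated DMSO wells for no effect and unstimulated DMSO wells for full effect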
Shn3 inh set2: reduction of Shn3 3'UTR firefly luciferase signal, primary screen, Schnurri-3 inhibitor project, cell-based, Clone20 osteoblasts, set 2 | 0.52% of 360,000 active | Clone20 osteoblast Shn3 3'UTR firefly luciferase, 24 h | inhibition, % at 12.5 µM;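 active = mean inhibition of at least 75% with every replicate also reaching 75%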;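 also: 0% = median of neutral control wells and 100% = pilot-screen positive control compound; some compounds past the cut are filed as inactive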
TWEAK Fn14 block: inhibitors of TWEAK-Fn14 signaling, primary screen, luciferase reporter cells, uHTS | TWEAK-stimulated Fn14 reporter cells, luciferase luminescence, 8 h | 2% of 360,000 active | inhibition, % at 10 µM; in the data active = inhibition above about 50%
C8 TRAIL sens: viability loss with TRAIL in NB7+C8 cells, primary screen, TRAIL sensitizer project, cell-based, ATPlite luminescence. inhibition (viability loss, TRAIL sensitization), % at 10 µM. 1% of 360,000 active;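 active = compounds causing at least 50% loss of cell viability in the single-dose screen, relative to plate controls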
LRH-1 inv ag: LRH-1 (NR5A2) inverse agonists, primary screen, cell-based, luminescence, HEK293T, StAR-luciferase reporter; Nuclear receptor subfamily 5 group A member 2 (Homo sapiens), O00482; LRH-1 transfected, 24 h; inhibition, % at 3.6 µM; 0.13% of 360,000 active; AID 602396, 2012;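 active = inhibition above the mean inhibition of all tested compounds plus 3 SD, cut at about 73% in these data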;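 also: 0% = DMSO wells and 100% = reporter-only cells lacking LRH-1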
Starred values were filed as active, the others as inactive; nt = no result given; & = joins results of further samples. This is a subset; count on the stated rates, not on these rows.

SMILES | TROY NFkB inh | NCOA3 inh | EBV LMP1 NFkB | KKLEB cytotox | NCOA1 inh | NR2F2 inh | CF NFkB block | Shn3 inh set2 | TWEAK Fn14 block | C8 TRAIL sens | LRH-1 inv ag
CC(=O)Nc1cccc(-c2nc3ccccc3o2)c1 | -35 | -25 | -6 | 6 | -16 | -32 | -3 | -16 | -10 | 8 | -44
CN(C)c1nc(N/N=C/c2c[nH]c3ccccc23)nc(N2CCOCC2)n1 | 10 | 16 | -16 | 7 | 2 | -2 | 29 | 31 | -15 | -10 | 26
CCOc1c(O)ccc(/C=C2\SC(=S)NC2=O)c1[N+](=O)[O-] | -31 | -8 | 0 | 1 | -26 | -8 | 22 | -5 | 4 | 7 | 2
CC1(C)CC(Cc2ccc(C(=O)c3ccccc3)cc2)N(C(=O)OC(C)(C)C)N1 (stereo unspecified) | -19 | -34 | 5 | -15 | -9 | 29 | 11 | 22 | -3 | 16 | 22
CC(=O)Nc1nc(C)c(Oc2ccc(C)cc2)c(=O)[nH]1 | 0 | 24 | 7 | 6 | 9 | 3 | -4 | 10 | 7 | 8 | 4
CCN1C(=O)C(Cc2nc3ccccc3c(=O)n2C)c2ccccc21 (stereo unspecified) | -15 | 3 | -2 | -4 | -9 | -14 | -18 | 8 | 5 | 8 | -5
O=C(COC(=O)C1CCN(C(=O)Nc2ccccc2)CC1)NCC(F)(F)F | 15 | 13 | 4 | 10 | -40 | 14 | -4 | 3 | -19 | -9 | -14
C[C@H](O)[C@@H]1C(=O)N2CCc3ccc(N4CCN(C)CC4)cc3[C@@H]2C[C@@H]1N(C)C(=O)c1ccc(C#N)cc1 | -10 | 0 | -2 | 9 | 8 | -9 | 8 | -7 | -13 | -3 | 2
CCOc1ccc(N2CC(C(=O)Nc3ccc(S(=O)(=O)N4CCCC4)cc3)CC2=O)cc1 (stereo unspecified) | 9 | -13 | 3 | 12 | 6 | 8 | 10 | -5 | 4 | -5 | 10
Cc1nc(C)c(C(=O)OCC(=O)NCc2ccccc2Cl)s1 | -26 | -19 | 8 | -15 | -13 | -9 | 6 | 79 | -17 | 3 | -31
COc1ccc([N+](=O)[O-])cc1N(CC(O)CN1CCCCC1)S(=O)(=O)c1ccccc1 (stereo unspecified) | 0 | 11 | -10 | -4 | -9 | -17 | 20 | 3 | 9 | -1 | -6
Cc1cccc(C2Nc3ccccc3C(=O)N2c2ccc(F)cc2)n1 (stereo unspecified) | -8 | -16 | -9 | 12 | -8 | -8 | -2 | -29 | -9 | 6 | 8
CC(c1ccc(F)cc1)n1cc(C(=O)NCCN(C)C)nn1 (stereo unspecified) | -11 | 19 | 8 | 2 | 0 | -7 | 6 | -11 | 1 | 4 | 4
CC(C)C(NS(=O)(=O)c1cccs1)C(=O)NCc1ccccc1Cl (stereo unspecified) | 3 | 1 | -4 | -4 | 10 | -13 | 4 | -9 | 7 | -2 | 2
CC(=C/c1ccccc1)/C=N/n1c(C)n[nH]c1=S | -18 | -9 | -32 | -1 | -18 | -26 | -3 | -72 | -16 | -2 | -15
Cc1c(C)c2ccc(OCC(=O)NC3CCN(Cc4ccccc4)CC3)c(C)c2oc1=O | -3 | 10 | -2 | -4 | -3 | -6 | -8 | -3 | -8 | 9 | -10
COC(=O)c1cc(Cl)c(NC(=O)/C=C/c2ccc(Cl)cc2)cc1OC | -3 | 8 | -5 | 3 | -24 | -1 | -7 | 3 | -34 | 3 | -6
CC(NC(=O)Nc1ccccc1C(F)(F)F)C1CCCO1 (stereo unspecified) | -2 | 0 | -14 | -24 | -73 | 14 | 10 | -12 | -7 | 5 | 1
CC(C)n1nc(C(=O)Oc2cc(Cl)ccc2Cl)c2ccccc2c1=O | -6 | 8 | 15 | -13 | 0 | -7 | 9 | -8 | 0 | -7 | -3
Cc1cc(-c2cc(C(=O)NCc3ccccc3)on2)nc(S(C)(=O)=O)n1 | -12 | -30 | -8 | 8 | -18 | -22 | 6 | -18 | 3 | 5 | -20
CCCCN1CC(COCc2ccccc2)Oc2cccc(Oc3cc(C)c(C)c(C)c3)c2S1(=O)=O (stereo unspecified) | -3 | 21 | 8 | -2 | 8 | -4 | -14 | 90* | 14 | 19 | 25
CC(=O)N1CCN(CC(=O)Nc2cc([N+](=O)[O-])ccc2Cl)CC1 | -3 | -3 | 4 | -5 | 5 | -12 | -2 | -4 | -2 | -2 | -2
Cc1ccc(S(=O)(=O)N(CC(=O)N(C(C)C)C(C)C)C(=O)N2CCN(C)CC2)cc1 | 3 | -15 | 4 | -14 | -6 | 2 | 8 | -32 | -7 | -14 | -22
Cc1oc(/N=C/c2ccc3c(c2)OCO3)c(C#N)c1C | -2 | 8 | 3 | 16 | 5 | -14 | -2 | -2 | 7 | 17 | 16
COc1ccc(-c2coc3cc(OC(C)=O)ccc3c2=S)cc1 | -42 | -65 | -29 | 1 | -102 | -49 | 24 | -45 | -5 | 13 | -113
SMILES | TROY NFkB inh | NCOA3 inh | EBV LMP1 NFkB | KKLEB cytotox | NCOA1 inh | NR2F2 inh | CF NFkB block | Shn3 inh set2 | TWEAK Fn14 block | C8 TRAIL sens | LRH-1 inv ag
CCN(CC)c1ccc(C(=O)OCC(=O)Nc2ncccn2)cc1 | -2 | -24 | 7 | 4 | -4 | 11 | -20 | -6 | -8 | -11 | -11
Cc1ccc(OCCNC(=O)c2ccc(C)o2)cc1 | -12 | 3 | -2 | -17 | -4 | -5 | 26 | -14 | 2 | 3 | -15
CCCC[n+]1ccn(-c2nc3c([N+](=O)[O-])cccc3n2C)c1 | 20 | 4 | -7 | 7 | 9 | -2 | -17 | 11 | 4 | 0 | 6
c1ccc(-c2n[nH]c(-c3ccccn3)n2)nc1 | -32&-43 | -51&-45 | 7&-13 | 2&2 | -105&-51 | -42&-5 | -6&-2 | -28 | 21&24 | 16&-12 | -89&-110
CC[C@]1(C(=O)OC)[C@H]2C(=O)N(Cc3ccccc3)C(=O)[C@H]2[C@H]2CN=C(SCc3ccc(C(=O)OC)cc3)N21 | 1 | -10 | -1 | -2 | -3 | -4 | 11 | 8 | 11 | 2 | 3
CSc1nnc(-c2ccccc2)n1C | -1 | 1 | -6 | 12 | -7 | -11 | -5 | -9 | -3 | -1 | 6
COC(=O)C1=NN(c2ccccc2)C2(S1)S/C(=C\c1ccccc1)C(=O)N2c1ccccc1 (stereo unspecified) | -22 | -1 | 6 | 1 | -7 | 5 | 4 | 8 | -45 | 2 | 8
Cc1c(NC(=O)N(C)C)c(=O)n(-c2ccccc2)n1C | 17 | 8 | -5 | 0 | -14 | 4 | -7 | 4 | 10 | -4 | 13
O=S1(=O)C[C@@H](N2CCN(CC3CC3)CC2)[C@H](COCc2ccccc2)N1 | 4 | 7 | nt | 7 | 12 | 1 | -6 | -14 | -9 | -1 | -10
CCc1cc(-c2n[nH]c(C)c2-c2nc3ccccc3s2)c(O)cc1OCC(=O)NN | 7 | -1 | -2 | 14 | 10 | 4 | -28 | 10 | -10 | 7 | -6
O=C(Nc1ncc(S(=O)(=O)c2ccc([N+](=O)[O-])cc2)s1)c1ccc2ccccc2c1 | 46 | 15 | 4 | -24 | -38 | 3 | 27 | 2 | 39 | 10 | -14
O=C(Cn1c(C(F)(F)F)nc2ccccc21)c1ccc(Br)cc1 | 17 | 12 | 4 | 2 | -125 | -8 | 10 | 8 | 8 | -2 | 14
O=C(c1ccccc1)N1N=C(c2ccc(F)cc2)CC1c1ccc(F)cc1 (stereo unspecified) | 21 | 8 | -2 | -5 | -8 | 26 | -6 | -10 | -10 | 5 | 5
CN(C)c1ccnc2sc3c(=O)n(-c4ccccc4)cnc3c12 | -13 | 19 | 15 | -4 | 18 | 16 | 22 | 2 | 10 | 0 | -15
c1ccc(-c2nc3c(ccc4ccccc43)[nH]2)nc1 | -59 | -83 | -29 | 6 | -92 | -35 | -29 | -81 | -11 | 29 | -99
COc1ccc(CNC(=O)c2c(C)cc(=O)oc2C)cc1 | -5 | 12 | 5 | -2 | -9 | 17 | 11 | 18 | 46 | -14 | 4
COc1cccc(S(=O)(=O)NCc2ccc(C(=O)N3CCN(Cc4ccccc4)CC3)cc2)c1 | 10 | 2 | 21 | 1 | 8 | 19 | 1 | 11 | 14 | 10 | 22
Cc1sc2nc(COC(=O)c3cccc(OC(F)F)c3)[nH]c(=O)c2c1C | -7 | 5 | 3 | 0 | -13 | -7 | 5 | 1 | -2 | -1 | -9
NC(=S)N/N=C1\CCOc2ccc(Cl)cc21 | 6 | 41 | -7 | 3 | 17 | 17 | 22 | 4 | 27 | 2 | 37
COc1cccc(CNC(=O)CSc2cc(=O)n(C)c3ccccc23)c1 | -9 | 7 | 9 | 5 | 1 | 4 | 13 | 6 | -11 | 4 | -10
CCN(CC(=O)NCc1cccs1)C(=O)c1ccc(S(=O)(=O)Nc2ccccc2Cl)cc1 | -8 | -16 | 1 | -9 | -16 | 10 | 4 | -11 | 10 | -13 | 12
O=S(=O)(NCc1ccc2c(c1)OCO2)c1cnc[nH]1 | -8 | -4 | 1 | 7 | 2 | 4 | -23 | 4 | 14 | 9 | -39
CCOc1ccc(OCCNC(=O)c2oc3ccccc3c2COC)cc1 | 16 | -23 | 2 | -10 | -5 | 6 | 0 | 1 | 14 | 3 | 21
C=CCSc1nc2sc3c(c2c(=O)[nH]1)CC(C)(CC)OC3 (stereo unspecified) | -28 | 2 | -1 | 2 | -10 | 30 | 5 | 0 | 0 | -17 | -1
CC1CCCC(C)N1C(=O)COC(=O)/C=C/c1ccc(Br)o1 (stereo unspecified) | 11 | 4 | -1 | -13 | 11 | -16 | 16 | -3 | 10 | -5 | 2
CN(Cc1ccccc1)C(=O)c1ccccc1N(C)S(=O)(=O)c1ccccc1 | 4 | -2 | 7 | 14 | -1 | 7 | -18 | 11 | 11 | 19 | 2
CN(Cc1ccccc1F)c1ccc(S(=O)(=O)N2CCCC2)cn1 | -15 | 3 | -6 | -12 | -1 | 10 | 19 | 8 | -1 | -3 | 10

In a second layout: entries from further up.
| molecule | TROY NFkB inh | NCOA3 inh | EBV LMP1 NFkB | KKLEB cytotox | NCOA1 inh | NR2F2 inh | CF NFkB block | Shn3 inh set2 | TWEAK Fn14 block | C8 TRAIL sens | LRH-1 inv ag |
| --- | --- | --- | --- | --- | --- | --- | --- | --- | --- | --- | --- |
| c1ccc(-c2nc3c(ccc4ccccc43)[nH]2)nc1 | -59 | -83 | -29 | 6 | -92 | -35 | -29 | -81 | -11 | 29 | -99 |
| CSc1nnc(-c2ccccc2)n1C | -1 | 1 | -6 | 12 | -7 | -11 | -5 | -9 | -3 | -1 | 6 |
| CC1CCCC(C)N1C(=O)COC(=O)/C=C/c1ccc(Br)o1 (stereo unspecified) | 11 | 4 | -1 | -13 | 11 | -16 | 16 | -3 | 10 | -5 | 2 |
